Screening data deposited in PubChem BioAssay by National Center for Advancing Translational Sciences (NCATS).
ALOX12 inh – blocks human arachidonate 12S-lipoxygenase | AID 1671190 | purified 12hLO, xylenol orange hydroperoxide absorbance | Potency, µM (titrated, usually from 108 µM), for inactives: at the highest dose activity change, negative = inhibition, usual class: inhibitors | P18054 | 580,000 compounds, 1.1% hits; active = well fitted inhibition curve with a large enough effect; inconclusive = small, poorly fitted or top-dose-only effect, or another doubt; inactive = no such curve, though single readings can be large or run the other way
Target sequence (P18054 whole entry, looked up): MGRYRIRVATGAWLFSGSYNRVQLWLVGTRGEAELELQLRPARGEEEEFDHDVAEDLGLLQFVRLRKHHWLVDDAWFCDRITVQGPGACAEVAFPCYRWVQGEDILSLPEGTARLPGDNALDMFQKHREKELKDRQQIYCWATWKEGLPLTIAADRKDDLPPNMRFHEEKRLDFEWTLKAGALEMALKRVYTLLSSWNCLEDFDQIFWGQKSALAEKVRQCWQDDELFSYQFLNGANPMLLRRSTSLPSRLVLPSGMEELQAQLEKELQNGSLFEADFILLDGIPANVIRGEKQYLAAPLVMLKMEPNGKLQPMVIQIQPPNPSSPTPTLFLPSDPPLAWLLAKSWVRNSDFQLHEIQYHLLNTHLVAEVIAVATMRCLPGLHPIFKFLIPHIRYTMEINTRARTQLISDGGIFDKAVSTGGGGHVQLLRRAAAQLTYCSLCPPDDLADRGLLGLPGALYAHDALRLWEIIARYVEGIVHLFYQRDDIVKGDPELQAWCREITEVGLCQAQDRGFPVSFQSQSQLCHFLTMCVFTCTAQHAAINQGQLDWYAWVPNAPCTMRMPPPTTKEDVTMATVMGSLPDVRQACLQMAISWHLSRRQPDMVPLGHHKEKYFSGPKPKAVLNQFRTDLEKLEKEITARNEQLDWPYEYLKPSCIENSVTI
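Purified human 12hLO (150 nM final) in 25 mM Hepes, 0.01% Triton X-100, pH 7.0 was preincubated 15 min at room temperature with compound. Then 40 uM arachidonic acid was added, 30 min. Hydroperoxide was read by Fe-XO absorbance ratio 573/405 nm.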
Active calls of the source: *; ? = inconclusive; & = joins results of further samples; [ ] = another dose, or the depositor's remark. % is scaled to controls: 0 for no effect and ±100 for the full control effect; potency is read from the fitted curve at half-maximal effect.

SMILES	ALOX12 inh
COCCN1CC(CO)C2(CCN(C(=O)CCn3cc(C)cn3)CC2)C1 (stereo not given)	33%[activator]
COc1cccc(NC(=O)N[C@H]2[C@H](O)[C@@H](N3CCN(c4ccccc4)CC3)[C@@H]3OC[C@H]2O3)c1	-12%
O=C(Cc1ccccc1)Nc1cccc2ncccc12	?
COCCN1C(=O)[C@@H]2C[C@@H](CN2C2CCCC2)Oc2ccccc21	-10%[176 µM]
CCCCCCN(C(=O)CCCCCN1C(=O)NC(c2ccccc2)C(C(=O)OCc2ccccc2)=C1C)C(C(=O)NCCCC)c1ccc(OCC(=O)OC)c(C(=O)OC)c1 (stereo not given)	?
O=C(CC1CCOCC1)N1CCN(C(=O)c2ccco2)CC1	45%[activator]
CCNC(=O)N1CCC2(CCCCO2)CC1	8%
c1cc(CN2CCc3c(sc4ncnc(N5CCOCC5)c34)C2)ccn1	80%[activator]
CCc1ccccc1OCC(=O)c1ccc2c(c1)N(CC(=O)Nc1ccc(F)cc1)C(=O)CO2	8%
Cc1nc(-c2ccc(F)cc2)n(CC(=O)NCc2ccc3c(c2)OCO3)c(=O)c1CCO	9%
CC(=O)Nc1cc(NC(C)=O)cc(-c2nc3ccccc3o2)c1	1%
Cc1nc(C2CC2)ncc1C(=O)N1CC[C@](C)(O)[C@@H](O)C1	28%
CCOC(=O)C[C@@H]1C[C@@H](C(C)C)[C@H](CNS(=O)(=O)c2ccccc2)C=C1C	?
COc1ccc(-c2ccnc(-c3nnc(C)n3Cc3ccccc3)c2)cc1OC	19%[176 µM]
CCn1nc(C)c(-c2nc(C3CCOC3)no2)c1C (stereo not given)	14%
Cc1ccc2oc(=O)cc(CN3CCN(CCc4ccncc4)CC3)c2c1	-3%
CCCCCCCC1C(C#N)=C(N)SC(N)=C1C#N	?
C[C@]1(CO)[C@H]2Cc3sc(NC(=O)c4ccc(F)cc4)nc3[C@@H](CC(=O)N3CCCCC3)[C@]2(C)CC[C@H]1O	11%
COc1ccc(Cl)cc1NC(=O)C(=O)c1cn(CC(=O)N2CCOCC2)c2ccccc12	16%
C=CCN1[C@@H](C)COc2cc(N3CCCC3)ccc2S1(=O)=O	-14%
O=C(Nc1ccc2oc(-c3ccccc3Br)nc2c1)c1ccco1	?
O=C(Cc1ccc2ccccc2c1)NCCc1cccc2cccnc12	-3%
O=c1[nH]c(CSc2nc3ccccc3s2)nc2cc(Cl)ccc12	?
O=C1NC(=NC2CCCCC2)C2(CCN(S(=O)(=O)c3cccs3)CC2)N1c1cc(F)cc(F)c1	2%[6.33 µM]
Cc1c(O)cccc1C(=O)N1CCC2(CC1)Nc1ccccc1NC2=O	7%

The list continues.
SMILES	ALOX12 inh
CN(CCc1noc(C2CN(Cc3cc(Cl)ccc3F)C2)n1)S(C)(=O)=O	13%
O=C(NCC(c1cccs1)N1CCCC1)c1nn(Cc2ccccc2)c(=O)c2ccccc12 (stereo not given)	21%
Cc1ccc(S(=O)(=O)C(CC(=O)c2ccc(F)cc2)c2cccs2)cc1 (stereo not given)	-30%
CCc1ccc(NC(=O)Cn2ccn(-c3ccc(OC)c(OC)c3)c(=O)c2=O)cc1	?
Cc1noc(/C=C\c2ccc(S(=O)(=O)N3CCN(C)CC3)cc2)c1NC(=O)C1CC1	-6%
O=C(Nc1ccccn1)[C@@H]1C[C@@H](c2ccc(F)cc2)N(Cc2ccccc2)C1	-16%[176 µM]
COc1ccc(C(=O)NCC(=O)OCc2ncc(-c3ccccc3)o2)cc1	-2%
Cc1ccc(N2CCC(NC(=O)c3ccc(C)cc3C)C2=O)cc1 (stereo not given)	?
c1ccc(Cc2nnc([C@H]3CCN(Cc4ccncc4)C3)o2)cc1	19%[176 µM]
CC(=O)Nc1ccc(CN2C(=O)OC3(CCN(C(=O)C(C)C)CC3)C2(C)c2ccccc2)cc1 (stereo not given)	7%
Cc1cc(C)c(-c2cc(C(=O)Nc3ccccc3C(F)(F)F)[nH]n2)c(O)c1	17%
C=CCN(CCC(=O)NC(N)=O)Cc1ccccc1	53%[activator]
COC(=O)C1=C(C)N(Cc2ccccc2C(F)(F)F)C(=NCc2ccccc2C(F)(F)F)NC1c1ccc(Cl)cc1 (stereo not given)	-8%
COc1ccc(-c2cc(N3CCN(C(=O)c4cccc(OC)c4)CC3)n[nH]2)cc1	-5%
CC(C)NC(=O)C1(C)CN(S(C)(=O)=O)CC(=O)N1Cc1cccc(C(F)(F)F)c1 (stereo not given)	-1%
CCN1c2cc(C(=O)Nc3ccc(C#N)cc3)ccc2C(=O)N2CCCCCC21 (stereo not given)	3%
Cc1ccc(-c2cc(C(=O)NCc3ccncc3)[nH]n2)c(O)c1C	3%
COC[C@H]1C[C@@H](NC(=O)c2ccc(OC)cc2)[C@H](O)[C@@H]1O	137%[activator][176 µM]
COc1ccc(/C(=N\O)OC(=O)/C=C/c2ccco2)cc1	?
CC(=O)N(Cc1cc2cc(C)ccc2[nH]c1=O)C(C)C	?
Cc1noc(-c2ccc(OC(F)(F)F)cc2)c1C(=O)NCc1cccc(Cl)c1	59%[activator]
N#Cc1ccc(Cn2c(=O)c3c(ncn3C3CCCC3)n(Cc3ccccc3)c2=O)cc1	-11%
Clc1ccc2nc(N3CCC(NC4CCSC4)CC3)sc2c1 (stereo not given)	-30%
O=C(c1ccc(Cl)cc1)N1CC2(CCN(CC3CC3)C2)Cc2ccccc21 (stereo not given)	11%[6.33 µM]
CCc1cccc2c(C(CC(=O)NCC(C)C)c3ccc(OC)c(OC)c3)c[nH]c12 (stereo not given)	-12%

Following part:
SMILES	ALOX12 inh
NC(=O)CNC(=O)C1=C[C@@H](NS(=O)(=O)c2cccc(C(F)(F)F)c2)[C@@H](O)[C@H](O)C1	-11%
O=c1c2nc(-c3ccc(Cl)cc3)ccc2ncn1Cc1ccccn1	2%[176 µM]
CCCCCCn1c(N2CCOCC2)nc2c1c(=O)[nH]c(=O)n2C	21%
CCCCc1nn2cc(-c3ccc(CC)cc3)nc2s1	-23%
COc1ccc(CN2CCCCC23Cc2ccccc2CNC3=O)c(OC)n1 (stereo not given)	3%[6.33 µM]
COc1ccc(-c2nc(C(C)C)nc3c2CN([S+](=O)([O-])c2cccs2)CC3)cc1	63%[activator]
COc1ccc(Nc2cc3c(cn2)ncn3Cc2ccccc2)cn1	10%
COCCN1CC(C(=O)NCc2sc3ccccc3c2Cl)CCC1=O (stereo not given)	-6%
CC(C)NC(=O)Cn1ccn2nc(-c3ccc(F)cc3)c(CO)c2c1=O	12%
CN1C(=O)CCC2(CNC(=O)c3n[nH]c4ccccc34)CCC=C12 (stereo not given)	26%
COC(=O)CCNC(=O)/C=C/c1cccc(C)c1	5%
Cn1cnc(S(=O)(=O)N2C[C@@H](Oc3ccccc3)C[C@H]2C(=O)N2CCOCC2)c1	?
O=C(Nc1ccc(F)cc1)C1CC(=O)N(c2n[nH]c3cccc(F)c23)C1 (stereo not given)	34%
O=C(O)C(Sc1ccc2ccccc2n1)c1ccccc1 (stereo not given)	?
Cn1nc(C2CCN(C(=O)c3ccc(CO)o3)CC2)n(-c2ccccc2)c1=O	21%
CCC(C)NC(=O)CN1CN(c2ccccc2)C2(CCN(C(=O)Nc3ccccc3C)CC2)C1=O (stereo not given)	4%
COCC1CN(Cc2ccccc2F)CC12CCNCC2 (stereo not given)	25%
Cc1ccc(Cc2nc(C3CC(=O)N(c4ccc(Cl)cc4)C3)no2)cc1 (stereo not given)	5%
CCn1cc(CN2CCCC(c3nc4c(C)cccc4[nH]3)C2)cc1C#N (stereo not given)	92%[activator]
Cc1onc(-c2c(F)cccc2Cl)c1C(=O)Nc1sc(C)c(-c2ccccc2)c1C(N)=O	?
CCC(COC)NC(=O)c1cnn(-c2ncc3c(n2)-c2ccccc2CCC3)c1C (stereo not given)	2%
CN(Cc1cccc(C(F)(F)F)c1)C(=O)c1ccc(Cl)nc1	20%[176 µM]
Cc1cc(S(=O)(=O)N2CCCC(Cn3c(C)nc4cccnc43)C2)ccc1Cl (stereo not given)	53%
CCCCCCCCCc1ccc(C(=O)O)cc1	9%
CCCn1c(=O)[nH]c(=O)c2c1nc(-c1ccc(C#N)cc1)n2CCN1CCOCC1	28µM*

Part of the list above in order of length of the SMILES, lowest first.
SMILES	ALOX12 inh
CCCCCCCC1C(C#N)=C(N)SC(N)=C1C#N	?
O=C(O)C(Sc1ccc2ccccc2n1)c1ccccc1 (stereo not given)	?
O=C(CC1CCOCC1)N1CCN(C(=O)c2ccco2)CC1	45%[activator]
O=C(Cc1ccc2ccccc2c1)NCCc1cccc2cccnc12	-3%
Cc1ccc(N2CCC(NC(=O)c3ccc(C)cc3C)C2=O)cc1 (stereo not given)	?
CCCCCCn1c(N2CCOCC2)nc2c1c(=O)[nH]c(=O)n2C	21%
c1cc(CN2CCc3c(sc4ncnc(N5CCOCC5)c34)C2)ccn1	80%[activator]
CN1C(=O)CCC2(CNC(=O)c3n[nH]c4ccccc34)CCC=C12 (stereo not given)	26%
COCCN1C(=O)[C@@H]2C[C@@H](CN2C2CCCC2)Oc2ccccc21	-10%[176 µM]
CCC(COC)NC(=O)c1cnn(-c2ncc3c(n2)-c2ccccc2CCC3)c1C (stereo not given)	2%
CCc1cccc2c(C(CC(=O)NCC(C)C)c3ccc(OC)c(OC)c3)c[nH]c12 (stereo not given)	-12%
Cc1nc(-c2ccc(F)cc2)n(CC(=O)NCc2ccc3c(c2)OCO3)c(=O)c1CCO	9%
COc1ccc(-c2nc(C(C)C)nc3c2CN([S+](=O)([O-])c2cccs2)CC3)cc1	63%[activator]
CCC(C)NC(=O)CN1CN(c2ccccc2)C2(CCN(C(=O)Nc3ccccc3C)CC2)C1=O (stereo not given)	4%
Cn1cnc(S(=O)(=O)N2C[C@@H](Oc3ccccc3)C[C@H]2C(=O)N2CCOCC2)c1	?
CCOC(=O)C[C@@H]1C[C@@H](C(C)C)[C@H](CNS(=O)(=O)c2ccccc2)C=C1C	?
CCCCCCN(C(=O)CCCCCN1C(=O)NC(c2ccccc2)C(C(=O)OCc2ccccc2)=C1C)C(C(=O)NCCCC)c1ccc(OCC(=O)OC)c(C(=O)OC)c1 (stereo not given)	?

More entries follow.
SMILES	ALOX12 inh
O=C(NC1CCCC1)O[C@H]1COCCN(c2nc3ccccc3o2)C1	20%[176 µM]
O[C@@H]1C[C@@H](c2nc(C3CC3)no2)N(Cc2cccs2)C1	12%[176 µM]
CCS(=O)(=O)Nc1ccc(C)n(CC(=O)N2CCCCCC2)c1=O	0%
COc1ccccc1NC(=O)C(C)Sc1nc2ccccc2nc1C (stereo not given)	-3%
O=c1n(-c2ccc(Cl)cc2)nc2n1CCN(Cc1ccc(F)cc1)C2	0%[6.33 µM]
Cc1nn(C)c2ncnc(N3CCC4(C3)C(=O)N(CC(N)=O)c3ccccc34)c12 (stereo not given)	22%
Cc1ccccc1N1CCCN(Cc2cc3n(n2)CCNC3)CC1	15%
COc1ccc(C2Cn3nnc(C(=O)N4CCC(C(=O)NC5CCCCCC5)CC4)c3CO2)cc1 (stereo not given)	12%
CC(=O)NC1(C)CCN(Cc2cccc(-c3cccc4ncccc34)c2)C1 (stereo not given)	9%[176 µM]
Cc1csc(NC(=O)c2ccc3c(c2)OCC(=O)N(C)C3)n1	8%[176 µM]
Cn1ccnc1C(O)c1cc2n(n1)CCN(c1ncnc3nc[nH]c13)C2 (stereo not given)	58%[activator]
O=C(CCC1CCN(C(=O)c2ccccc2F)CC1)Nc1cccc(Cl)c1	-30%
c1cc2nc(C3CCCN3)[nH]c2cn1 (stereo not given)	95%&89%[activator][176 µM]
COc1ccc(Oc2ncc3nc(-c4ccc(OC)cc4)c(=O)n(C)c3n2)cc1	130%[activator]
Cc1cccc(OCC2(CNC3CCN(C)CC3)C[C@@H](O)[C@@H](O)C2)n1 (stereo not given in full)	15%[176 µM]
COCC(=O)N1CC[C@]2(O)CCN(C(=O)c3ccccc3N(C)C)C[C@@H]2C1	50%[activator]
Cc1ccc(CC(=O)N2CCN(S(=O)(=O)c3ccccc3)CC2)cc1	6%
N#CCCN/N=C/c1ccncc1	?
Cc1ccc(CN2CCOc3ccc(CN4CCC(O)(c5cccnc5)CC4)cc3C2)cc1	1%
N#Cc1ccc(CN2CCCC3(CCNCC3)C2)cc1	2%[57.4 µM]
COc1ccc(CNC(=O)CC[C@H]2CNC(=O)[C@@H]3[C@@H](CCN3Cc3ccc(C(=O)O)cc3)N2C)cc1	28%
O=C(CC1CCCC1)NCC(=O)N1CCCCCCNC(=O)CC1c1ccccc1 (stereo not given)	62%[activator]
N#Cc1nc(-c2ccc([N+](=O)[O-])cc2)oc1NCCc1ccccc1	5%
Cc1ccc2c(C)c(C(=O)Nc3cccc4cccnc34)oc2c1	?
O=C(Cc1cccc(F)c1)N1CCC2(CC1)CC(N(Cc1ccccc1)C1CC1)CCO2 (stereo not given)	19%

Remaining list, next part
SMILES	ALOX12 inh
COC1CCC12CCN(C(=O)C1CC1)CC2 (stereo not given)	?
COc1ccc2[nH]cc(CCNC(=O)c3cc(F)ccc3F)c2c1	-2%
O=C(Cc1ccc2c(c1)CCCC2)N1CCC(NS(=O)(=O)c2ccccc2)CC1	?
CCOC(=O)C1=CN(c2cc(C)cc(C)c2)C=C(C(=O)OCC)C1c1ccc2c(c1)OCO2	-9%
O=C(N[C@@H]1CN(C(=O)Nc2ccc(F)cc2)CCC[C@H]1O)c1ccc(OCCN2CCCC2)cc1	?
CNC(=O)[C@@H]1CNC[C@H]1c1nc(COC)no1	62%[activator]
COc1ccc(NS(=O)(=O)c2cc(-c3n[nH]c(=O)c4c3CCCC4)ccc2C)c(OC)c1	9%
Cn1c(NCc2ccccc2)nc2c1c(=O)n(Cc1ccc(Cl)c(Cl)c1)c(=O)n2C	-24%
CC(C)(C)c1ccc(/C=N/Nc2ccc(Cl)c(Cl)c2)cc1	?
Cn1c(=O)n(C)c2cc(S(=O)(=O)N[C@@H]3CCOC[C@H]3O)ccc21	20%
CC(C)c1ccc(-c2cc(=O)c3cc(NC(=O)C(C)(C)C)ccc3o2)cc1	-3%
COc1ccc(NC(=O)c2ccc(-c3ccc(S(=O)(=O)N4CCCC4)cc3)cc2)cc1Cl	2%

Some of the compounds tested; count on the stated rates, not on these rows.
